PriA SSB inh: inhibitors of Klebsiella pneumoniae PriA binding to SSB C-terminal tail. AlphaScreen SSBct-PriA binding, biotinylated peptide. 0.6% of 430,000 active. inhibition, % at 33 µM; in the data active = inhibition mostly above about 37%, no sharp cut-off; inactive = mostly below about 20%;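 also: plate controls were negative control peptide for no effect and reference peptide for full effect; strong numbers were not always called active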
Active calls of the source: *; & = joins results of further samples. Not all compounds are listed; the hit share may differ from the screen's.

Compound	PriA SSB inh
Cc1ccc(NC(=O)Nc2cccc(-c3ccc(N4CCN(C)CC4)nn3)c2)cc1C	14
Cc1cc(=O)[nH]c(-n2ncc(C(=O)Nc3nc(C)cs3)c2C)n1	-9
CCOc1ccc(S(=O)(=O)NC[C@]2(OC)CCSC2)cc1F	-5
CCN(CC)CCN(C(=O)c1ccc(S(=O)(=O)N2CCCCCC2)cc1)c1nc2ccc(OC)cc2s1	21
COc1ccc(C)cc1NC(=O)C(=O)NCC1CCN(Cc2ccccc2)CC1	-12
Cc1nnc2ccc(N3CCN(C(=O)Nc4cccc(F)c4)CC3)nn12	-1
CCOc1ccc(NC(=O)Nc2cccc(-c3nc4ccccc4s3)c2)cc1	-20
Cc1cc(-c2ccncc2)nn1CCNS(=O)(=O)N1CCOCC1	-9
O=C(NCC[C@H](O)C1CCOCC1)c1ccc(Br)o1	0
O=C(Nc1ccc(-c2nc3ccccc3[nH]2)cc1)c1ccc(Cl)s1	-20
O=C(c1ccc(Cl)s1)N(Cc1ccccn1)c1nc2c(F)cccc2s1	-8&-1
CCc1[nH]nc(N)c1-c1ccccc1	-16&0
COc1ccc(-n2nnc(C(=O)OCc3nc(-c4ccc(OC)cc4OC)oc3C)c2C)cc1	-7
O=C(Cn1cnc(-c2ccc(F)cc2)cc1=O)NCc1cccs1	-12
COc1ccc(/C=C2/C(=O)NC(=O)N(Cc3ccccc3)C2=O)cc1[N+](=O)[O-]	4
CC(/C=C/c1ccco1)=NNC(=O)COc1ccc(C)c(C)c1	8
O=C(Nc1ccc(F)c(Cl)c1)N1CCN(c2ccc3nncn3n2)CC1	-7
COCCN(Cc1ccsc1)C(=O)c1cccc(C#N)c1	-2
O=C(NCc1ccc(C(O)c2ccco2)s1)c1ccccc1F (stereo not drawn)	-29
Cn1nnc2c(N3CC(C(=O)Nc4ccc5c(c4)OCO5)C3)ncnc21	-7
CC(C)NC(=O)NCCn1cnc(C2CCCC2)cc1=O	-7
Cc1ccccc1C(=O)Nc1nnc(-c2ccc3c(c2)CCCC3)o1	-8
CCn1c2ccccc2c2cc(C=Nn3c(-c4cc(C)[nH]n4)n[nH]c3=S)ccc21	9
Cc1cc([C@@H](O)CCNC(=O)COc2cccc3c2OC(C)(C)C3)c(C)o1	0
COc1cc(C=NNC(=O)CCN2CCN(c3ccccc3)CC2)cc(OC)c1OC	-7

Compounds listed so far with an NH in an aromatic ring:
Compound	PriA SSB inh
Cc1cc(=O)[nH]c(-n2ncc(C(=O)Nc3nc(C)cs3)c2C)n1	-9
O=C(Nc1ccc(-c2nc3ccccc3[nH]2)cc1)c1ccc(Cl)s1	-20
CCc1[nH]nc(N)c1-c1ccccc1	-16&0
CCn1c2ccccc2c2cc(C=Nn3c(-c4cc(C)[nH]n4)n[nH]c3=S)ccc21	9

More compounds:
Compound	PriA SSB inh
Cn1c(SCC(=O)NCc2ccccc2Cl)nc2cc(-c3ccccc3)sc2c1=O	-8
CCCSc1nc2c(c(=O)[nH]1)C(c1ccc(C)o1)C1=C(CC(C)(C)CC1=O)N2 (stereo not drawn)	-5
CC1=C(C(=O)Nc2ccccc2)C(c2cccs2)N2C(=O)CSC2=N1 (stereo not drawn)	16
NC(Cn1cncn1)=NNC(=O)C(=O)Nc1ccccc1	2
FC(F)(F)c1cccc(CSc2nnc(-c3ccco3)o2)c1	-7
O=C(Nc1nnc(-c2ccc(Br)cc2)s1)c1ccc(C(=O)c2ccccc2)cc1	-5&0
CCCCCC(=NNC(=O)Nc1ccccc1)c1ccccc1	-5
CCc1cc2c(N3CCC(C(=O)O)CC3)nc(C)nc2s1	-1
O=C(NN=Cc1ccc(Cl)cc1)c1nc2ccc([N+](=O)[O-])cc2c(=O)[nH]1	-8
Cn1c(=O)n(CC(=O)NCc2ccco2)c(=O)c2c(N3CCN(C(=O)C4CC4)CC3)ccnc21	-7
O=c1[nH]c2ccccc2nc1/C=C/c1ccc(Br)cc1	-11
CCc1c(C)nc(SCC(=O)Nc2cc(C(F)(F)F)ccc2Cl)[nH]c1=O	-2
O=C(Nc1cccs1)N1CCCC(Cc2nc(-c3cnccn3)no2)C1 (stereo not drawn)	-4
COc1ccc(SCC(=O)Nc2nnc(-c3ccc4c(c3)OCCO4)o2)cc1	4
O=C(Cn1cccc1)N1CC(S(=O)(=O)c2ccc(Cl)cc2)C1	-5
COc1ccc(-c2nc(SCC(=O)NC3CCCC3)c3c(=O)n(C)c(=O)n(C)c3n2)cc1OC	2
CS(=O)(=O)c1ccccc1C(=O)Nc1nc(-c2ccc(Cl)cc2Cl)cs1	-6
Cc1cc(C(=O)N2CCN(c3nc4c(C)c(Cl)ccc4s3)CC2)on1	5
O=C(NCC1CCN(C(=O)c2ccoc2)CC1)Nc1ccc(Cl)c(Cl)c1	-6
O=c1n(Cc2ccccn2)nc(-c2ccco2)n1C1CC1	0
Nc1c(C(=O)NCc2ccc3c(c2)OCO3)sc(=S)n1-c1ccccc1F	33
O=C(NCc1nnc(SCc2ccc(Br)cc2)n1-c1ccccc1)c1cccs1	18
Cc1cc(OCC(=O)Nc2ccccc2C(=O)O)ccc1C(C)C	-8&-5
COc1ccc(NC(=O)CCc2csc(NC(=O)c3ccc[nH]c3=O)n2)c(OC)c1	11
O=C1CCSC[C@@H](C(=O)Nc2ccccc2Cl)N1	0

Later entries:
Compound	PriA SSB inh
COc1ccc2sc(NCCCN3CCOCC3)nc2c1	20
O=C(O)Cn1nc(-c2cccs2)ccc1=O	-22
O=C(c1ccco1)N1CCN(c2ccc3nnc(-c4ccco4)n3n2)CC1	-1
O=C(CCn1c(=O)c2ccccc2n2c(=O)n(Cc3c(F)cccc3Cl)nc12)NC1CCCCC1	10
COc1ccc(C=Nn2cc(-c3ccccc3)nc2N)cc1	-7
O=C(Nc1ccc2c(c1)OCO2)N1CCC(CSCc2ccco2)CC1	18
CCS(=O)(=O)NCCc1ccoc1	-5
CCOc1cc(C(=O)NCc2n[nH]c(=O)c3ccccc23)cc(OCC)c1OCC	-17
O=C(CNc1cccc2ccccc12)NN=Cc1ccc([N+](=O)[O-])cc1	22
COc1ccc(C(=O)NCc2cncc(-c3cccs3)c2)cc1F	0
Cc1ccc(C=NNC(=O)c2nnn(-c3nonc3N)c2-c2ccccc2)o1	7
COc1cc(C)c(C)cc1S(=O)(=O)NCCc1csc(-c2ccc(Cl)cc2)n1	-24
O=C(CCc1nnc2c3cc(-c4ccccc4)nn3ccn12)N1CCN(C(=O)c2ccco2)CC1	-3
Cn1nc(C(=O)Nc2ccccc2C(N)=O)ccc1=O	-21&-14
C[C@H]1CCCC(=O)CCCC=Cc2cc(O)cc(O)c2C(=O)O1	5
OC(COc1ccc(Br)cc1Br)CN1CCN(c2ccccc2F)CC1 (stereo not drawn)	-10
CCCCOc1ccccc1-c1cc2c(SCC(=O)Nc3ccc(NC(C)=O)cc3)nccn2n1	-3
CN(C)CCCN(C(=O)C1CCCCC1)c1nc2c(Cl)cccc2s1	2
CCc1ccc(S(=O)(=O)N(CCOC)Cc2ccsc2)cc1	-30
O=C(CC1CCCCN1S(=O)(=O)c1ccccc1)Nc1ccc(F)cc1 (stereo not drawn)	17
Cc1cccn2cc(-c3ccccc3NC(=O)Cn3ccc4ccccc43)nc12	-2
Cc1cc2ncc(NC(=O)Cc3ccc(S(=O)(=O)C(C)C)cc3)cn2n1	6
CCCc1oc2ccc(NS(=O)(=O)c3ccc(Br)cc3)cc2c1C(=O)OCC	2
Fc1ccccc1CSc1nccn2nc(-c3cccc4ccccc34)cc12	-15
CC(=O)c1cccc(NC(=O)Cn2nc(-c3cccs3)c3sc(N4CCCC4)nc3c2=O)c1	2

Four entries from above in another layout.
Cc1ccc(C=NNC(=O)c2nnn(-c3nonc3N)c2-c2ccccc2)o1
  PriA SSB inh: 7
CCS(=O)(=O)NCCc1ccoc1
  PriA SSB inh: -5
CCCc1oc2ccc(NS(=O)(=O)c3ccc(Br)cc3)cc2c1C(=O)OCC
  PriA SSB inh: 2
CC(=O)c1cccc(NC(=O)Cn2nc(-c3cccs3)c3sc(N4CCCC4)nc3c2=O)c1
  PriA SSB inh: 2

(listing goes on)
Compound	PriA SSB inh
COc1ccc(CNC(=O)c2sc(=S)n(Cc3ccccc3)c2N)cc1	-6
CC(=NNC(=O)c1ccc(N(C)C)cc1)c1cccnc1	-6
CN(C)S(=O)(=O)c1ccc(C(=O)Nc2cccc(-c3nc4ccccc4s3)c2)cc1	-6
O=C(NCC(O)(c1ccccc1)C1CC1)c1cc(Br)cs1 (stereo not drawn)	-7
CCN(CC)S(=O)(=O)c1ccc(C(=O)Nc2nnc(C34CC5CC(CC(C5)C3)C4)s2)cc1	-13
O=C(CN1C(=O)c2ccccc2C1=O)Nc1nc(-c2ccc3c(c2)CCCC3)cs1	-3
O=C(Cc1ccccc1Cl)NCCc1nc2c(c(C(F)(F)F)n1)COCC2	-14
Cc1ccc(NC(=O)c2ccc3nnc(SCC(=O)Nc4ccc(Br)cc4)n3c2)cc1	-17
Cc1cc(C)n(-c2ncc(NC(=O)c3ccc4c(c3)OCO4)cn2)n1	-23
O=S(=O)(NCc1cnn2c1CCCC2)N1CCOCC1	2
COc1ccc(C2C(=C(O)c3ccc(F)cc3)C(=O)C(=O)N2CCCN(C)C)cc1 (stereo not drawn)	4
CN(C)c1ccc(CCCNC(=O)C(=O)Nc2cccc(C(F)(F)F)c2)cc1	2
COc1cc(C(=O)ON=C2C=CC(=O)C=C2C)cc(OC)c1OC	5
O=C(CSc1ccc(F)cc1)N1CCC(CSC2=NCCS2)CC1	-32
O=C(c1cc(-n2cccn2)ccn1)N1CCC(O)CC1	-15
O=C(C1=COCCO1)N(Cc1cccnc1)c1nc2ccc(F)cc2s1	-8
CSc1cccc2sc(N3CCN(C(=O)C(C)Oc4ccccc4)CC3)nc12 (stereo not drawn)	3
Cn1nc2c(c1NC(=O)/C=C/c1cccs1)CCC2	-6
CCn1nccc1C(=O)Nc1nc2c(s1)Cc1ccccc1-2	-27&-5
O=C(NCCn1nc(-c2cccs2)n(C2CC2)c1=O)C1(c2ccccc2)CCOCC1	2
Cn1cc(-c2ccco2)nc1CCNC(=O)CCS(=O)(=O)c1ccccc1	3
CS(=O)(=O)N1C2CCC1CC(NC(=O)CCc1c(F)cccc1Cl)C2 (stereo not drawn)	-3
O=S(=O)(Nc1ccc(-c2cn3ccsc3n2)cc1)c1ccc2c(c1)CCCC2	14
O=C(COc1ccccc1)Nc1ccc2scnc2c1	1
CCc1c(C)nc2n(c1=O)CC(C(=O)Nc1cc(C(C)(C)C)no1)CS2 (stereo not drawn)	3

(listing goes on)
Compound	PriA SSB inh
Cn1c(NC(=O)c2ccccc2I)cc(=O)n(C)c1=O	-8
O=C(Nc1ccccc1F)N1CCC2(CC1)OCCO2	-10
CCN(CC)S(=O)(=O)c1ccc(C(=O)Nc2nnc(Cc3cccs3)o2)cc1	41
COc1ccccc1/C=C/C(=O)Nc1ccc(OC(C)C)cc1	-24
CCOc1ccc(-n2c(C)cc(C=NN(C)C)c2C)cc1	27
COc1cc(C)c(Br)cc1S(=O)(=O)NCCC1=CCCCC1	2
Cc1ncn(CCNS(=O)(=O)c2ccc3c(c2)OCCO3)c(=O)c1C	-21
O=C(O)CCC(=NNC(=O)CNC(=O)Cc1ccc(Cl)cc1)c1ccccc1	3
O=C(CSc1ccc(F)cc1)N(Cc1ccncc1)c1nc2c(C(F)(F)F)cccc2s1	-3
O=C(c1cc(=O)c2ccccc2o1)N1CCCC(c2nnc(-c3ccsc3)o2)C1 (stereo not drawn)	1
Cc1cc(C)cc(-n2c(C)cc(C=NNC(=O)c3ccncc3)c2C)c1	11
O=C(NCCC(O)c1cccc2ccccc12)c1ccc(Br)cc1 (stereo not drawn)	2
O=c1[nH]c(O)c(C=NN2CCOCC2)c(=O)[nH]1	12
O=c1ccc(-c2ccc3c(c2)OCO3)nn1Cc1ccc(Cl)c(Cl)c1	-9
O=C(CN1CCC(c2nc3ccccc3[nH]2)CC1)N1CCOCC1	-12
CCOc1ccc(OCC)c(S(=O)(=O)NCCOc2ccc(F)cc2)c1	-12
O=C(Nc1nnc(-c2cc(Cl)sc2Cl)o1)c1cccc(N2C(=O)CCC2=O)c1	8
NS(=O)(=O)c1ccc(NC(=O)CSc2ncnc3sc4c(c23)CCCCC4)cc1	-7&0
O=C(Nc1ccc2c(c1)OCCO2)c1coc(NC(=O)c2cnccn2)n1	-6
CC(=CC(=O)c1ccc(C)o1)Nc1ccc(C(=O)O)cc1C	-11
CN(C)CC#CCNC(=O)CSC1CCCC1	6
CCOc1ccc(Nc2c(S(=O)(=O)c3ccccc3)cnc3ccc(OCC)cc23)cc1	-9
COc1ccc(OC)c(COCC(O)CN2C(C)(C)CC(O)CC2(C)C)c1 (stereo not drawn)	0
COc1ccccc1OS(=O)(=O)c1ccc(F)c(C)c1	-15
COCCN(Cc1ccoc1)C(=O)c1cccn(C)c1=O	-3

The results go on.
Compound	PriA SSB inh
O=C(CCc1csc(NC(=O)Nc2ccccc2)n1)Nc1nccs1	1
O=C(NCC1(Sc2ccccc2)CCOCC1)c1ccc2ncsc2c1	-1
CSc1ccc(CCC(=O)N2CCC(S(=O)(=O)C(C)(C)C)C2)cc1 (stereo not drawn)	-3
O=C(Nc1ccc2c(c1)N(S(=O)(=O)c1ccc(F)cc1)CCC2)c1ccno1	-4
CC(C)N(CC#CCNC(=O)c1ccccc1)C(C)C	-14
CCn1cccc(-c2nnc(SCC(=O)Nc3nc4ccccc4s3)n2C)c1=O	-8
COc1ccccc1CNC(=O)c1cnc2ccc(C)cn2c1=O	1
COc1ccc(C=NNC(=O)c2ccc(COc3cccc4cccnc34)cc2)cc1OC	-4
O=C(C1CC1)N(CCn1cccn1)c1nc2c(Cl)cccc2s1	-2

High-throughput results: PubChem, Small Molecule Screening Facility, UW Madison
